# Screening results: PubChem BioAssay, NCI
# All columns: NCI-60 one-dose screen, growth in % after 48 h at 10 µM unless noted; 100 = growth as untreated, 0 = no growth, -100 = all killed.
# HCC-2998: HCC-2998 colon cancer. hit rate 4.7% among 79,000
# PC-3: PC-3 prostate cancer cells; hit rate 3.9% among 80,000
# SNB-75: SNB-75 CNS cancer | hit rate 5% among 79,000 | AID 1794750
# SNB-19: SNB-19 CNS cancer cells; hit rate 2.5% among 81,000
# U251: U251 CNS tumor cells; hit rate 5.4% among 80,000
# DU-145: DU-145 prostate cancer; hit rate 4.2% among 81,000
# SF-268: SF-268 CNS cancer cells. hit rate 3.1% among 82,000. AID 1794759
# SF-539: SF-539 CNS cancer; AID 1794752; hit rate 6.8% among 81,000
# SF-295: SF-295 CNS cancer cells. hit rate 5.6% among 79,000. AID 1794758
# Numbers without * were called inactive; nt = no result given; & = joins results of further samples. Rule for the calls: active = growth percent below 10; inactive = the rest.
SMILES,HCC-2998,PC-3,SNB-75,SNB-19,U251,DU-145,SF-268,SF-539,SF-295
COc1cc(/C=C2\CCC/C(=C\c3cc(CN4CCOCC4)c(O)c(OC)c3)C2=O)cc(CN2CCOCC2)c1O,62.1,39.9,4.5*,52.8,22.0,14.9,42.3,32.0,59.6
CC(=O)Nc1ccc([N+](=O)[O-])cc1Cl,87.5,80.0,87.8,110.8,94.8,107.1,99.1,93.3,103.1
Nc1cc(Br)ccc1Br,109.0,92.3,112.5,107.3,99.7,110.8,108.0,102.2,118.0
Cc1ccc(Sc2nc(-c3ccccc3)oc2Sc2ccc(C)cc2)cc1,105.8,98.4,76.9,105.4,96.0,97.4,93.7,99.8,103.5
CCSc1nnc2n(Cc3ccccc3)c(=O)c3c(C)c(C(N)=O)sc3n12,100.5,97.3,69.4,108.1,103.4,nt,95.1,nt,91.4
CCOC(=O)c1csc2ncc(-c3ccc(OC)cc3)n12,105.8,95.5,112.3,106.7,88.1,104.4,101.7,98.5,99.7
CC(C)=NNC(N)=O,109.7,88.0,88.4,103.7,103.6,103.7,103.4,98.3,99.9
O=C(Nc1cccc(C(=O)N2CCc3ccc(Cl)cc32)c1)c1ccco1,68.0,69.7,0.9*,37.6,36.7,67.8,55.9,26.8,30.8
Cc1c(C)n(Cc2ccc(F)cc2)c2ccc(C(=O)NCc3ccco3)cc12,118.3,89.7,80.5,98.4,99.8,104.6,99.1,103.8,94.9
COc1cc(/C=C/C(=O)c2ccc(NC(=O)CSc3nnc(-c4cc(-c5ccc(Cl)cc5)nc5ccccc45)n3-c3ccccc3)cc2)cc(OC)c1OC,99.2,81.7,71.1,86.7,96.8,102.4,93.0,92.5,103.5
CCN(CC)CCNc1ccc(-c2nc3sccn3c2-c2ccnc(SC)n2)cc1,99.9,100.4,86.7,97.4,109.3,114.4,109.0,104.4,97.9
CNC(=O)c1cc(-c2ccc(NS(=O)(=O)c3ccc(F)cc3)cc2)nc2cccnc12,106.2,66.2,114.2,94.3,73.1,90.2,92.4,77.2,85.9
CCn1c2ccccc2c2cc(N)ccc21,96.2,67.4,88.5,90.8,97.5,99.0,98.5,84.0,82.6
CC(=O)O[C@H]1C[C@@]2(C)[C@@H](C[C@@H](O)[C@H]3[C@@]4(C)CC[C@H](N5CCCC5)[C@@H](C)[C@@H]4CC[C@@]32C)/C1=C(\CCC=C(C)C)C(=O)O,104.1,92.8,97.7,99.6,99.5,105.5,98.9,96.1,96.3
CCCCC1COc2cccc3c(SCC(=O)N(C)Cc4ccccc4)cc[n+]1c23 (configuration not stated),100.5,101.4,109.4,97.3,110.4,115.0,111.9,102.7,96.0
Nc1ncnc2sc(-c3ccccc3)c(-c3ccccc3)c12,88.2,64.5,nt,86.5,73.6,66.8,76.0,77.8,nt
Clc1ccc(-c2cn3ccsc3n2)c(Cl)c1Cl,92.5,93.5,86.4,104.7,91.0,76.2,101.6,88.0,91.8
CCCCCCCCSc1ncnc2nc[nH]c12,106.0,75.6,88.0,80.5,66.4,79.5,76.4,81.5,72.9
CN(C)CC1(C)Cc2ccsc2C1O (configuration not stated),102.9&107.4,100.0&98.2,100.7&109.5,106.5&108.3,102.5&112.2,97.1&116.4,101.6&113.3,105.3&93.4,115.5&121.5
COc1cc(C2CC(c3ccc(Nc4nc(NCCO)nc(N5CCOCC5)n4)cc3)=Nc3c(N)nc(N)nc3N2)cc(OC)c1OC (configuration not stated),103.8,85.4,99.5,104.8,105.8,107.1,99.3,102.7,100.7
O=C1C2CCCN2C(=O)c2ccccc2N1Cc1cn(-c2ccc(F)cc2F)nn1 (configuration not stated),108.2,nt,90.1,104.2,101.3,109.8,98.9,100.2,103.5
COC(=O)CCN1CCN(c2ccccc2C)CC1,113.4,75.0,95.9,nt,109.8,112.9,117.8,97.4,85.6
Brc1ccc2c(c1)sc1nc(-c3c[nH]c4ccccc34)c(Nc3ccccc3)n12,93.2,85.0,100.1,92.3,100.0,105.9,86.2,108.9,101.0
CCN1CCN(c2nc(C)cc(N(CCCNc3ccnc4cc(Cl)ccc34)Cc3ccco3)n2)CC1,88.0,53.9,66.8,73.1,42.2,55.5,55.7,-63.5*,51.0
CC(=O)C1Cc2ccccc2C1=O (configuration not stated),107.8,94.7,70.8,98.0,103.3,105.8,103.5,99.6,100.3
CCOC(=O)C1=C(c2c(O)[nH]c(C)c2C(=O)OCC)C(=O)N=C1C,115.7,108.8,114.7,99.5,100.5,109.1,104.2,100.4,104.3
CC(=O)O[C@H]1CC[C@]2(C)[C@H]3C(=O)C=C4[C@@H]5C[C@](C)(C(=O)N6CCCN(COC(=O)c7ccco7)CC6)CC[C@]5(C)CC[C@@]4(C)[C@]3(C)CC[C@H]2C1(C)C,99.4,87.2,99.0,93.3,116.7,113.7,113.1,100.3,100.8
C=C(C)[C@@H]1CC[C@]2(C(=O)N[C@H](CO)Cc3ccccc3)CC[C@]3(C)[C@H](CC[C@@H]4[C@@]5(C)Cc6c([nH]c7ccccc67)C(C)(C)[C@@H]5CC[C@]43C)[C@@H]12,77.7,65.8,72.2,83.5,75.4,40.9,46.5,37.5,46.5
COc1ccc(-c2cc3c(OC)c(OC)c(OC)cc3oc2=O)cc1,nt,62.1,nt,65.8,40.6,73.3,66.8,59.9,54.3
N=C(N)c1ccc(-c2ccc(-c3ccc(Cl)cc3Cl)o2)nc1,-34.3*,56.2,-20.0*,48.6,-37.3*,24.1,80.1,42.6,-62.8*
COC1OC(C(C)Br)C2OC(C)(C)OC12 (configuration not stated),113.9,94.4,84.4,93.6,98.7,112.3,112.7,92.0,88.1
CC1CCc2c(sc3nc(SCC(=O)N/N=C/c4ccccc4)n(-c4ccccc4)c(=O)c23)C1 (configuration not stated),104.0,87.5,nt,93.3,89.4,80.8,98.5,95.8,99.0
O=C(Nc1ccc(Nc2cc(Nc3ccccc3)ncn2)cc1)Nc1cc(C(F)(F)F)ccc1F,93.7,55.8,57.1,87.4,64.2,65.7,94.6,nt,84.2
O=C(O)C(c1ccccc1)N1C(=O)CSC1=S (configuration not stated),111.8,101.0,72.8,101.5,96.4,107.5,94.4,100.1,103.8
O=C1Nc2ccccc2/C1=N/N=C/c1ccc2c(c1)OCCO2,108.0,102.3,98.9,100.0,101.8,111.5,101.9,96.8,103.1
CCCCCC(CCc1ccccc1)(C(=O)OCC)C(=O)OCC,98.8,97.7,88.7,94.9,97.1,125.8,115.8,110.8,101.9
CC(C)CCC[C@@H](C)[C@H]1CC[C@H]2[C@@H]3CC=C4C[C@@H](C(C(=O)O)C(=O)O)CC[C@]4(C)[C@H]3CC[C@]12C,-47.5*,-6.0*,-61.1*,18.6,-46.8*,-83.5*,-24.6*,-27.3*,-61.2*
CC(C)(NC(=O)c1cc(Cl)c2ccccc2c1O)C(=O)O,107.6,nt,77.6,98.5,100.5,113.6,103.9,96.8,117.3
COc1cc(/C=N/O)nc(-c2ccccn2)c1,26.4,49.5,43.0,23.1,21.3,24.7,6.7*,4.9*,14.8
CC1=NN(c2nc(-c3ccc(Cl)cc3)c(C#N)c(N3CCOCC3)n2)C(=O)C1,98.5,98.5,56.5,94.6,nt,101.8,91.1,97.9,103.0
CCN(CC)C(=O)C1CCCCN1Cc1c[nH]c2ccccc12 (configuration not stated),101.1,80.6,76.3,111.4,98.1,114.1,98.9,97.2,96.0
O=c1[nH]c(Cl)ncc1F,18.5,94.0,83.0,92.1,96.4,67.3,85.2,17.7,113.5
O=[N+]([O-])c1ccc(NCCNc2ccc([N+](=O)[O-])cc2)cc1,nt,89.2,103.3,107.5,113.9,116.8,103.5,108.9,111.4
CCCCN(C)c1ncnc2[nH]ncc12,104.6,92.8,90.9,104.0,102.7,101.7,106.1,96.5,118.6
COC(=O)CC1C2(C)C3=C(C)C(c4ccoc4)CC3OC2C(OC(C)=O)C2C(C)(C(=O)OC)C=CC(=O)C21C (configuration not stated),89.3,81.8,90.1,99.9,94.2,107.2,97.9,94.3,98.4
C[C@@H]1NC(=O)[C@H](Cc2ccccc2)N(Cc2cccc(O)c2)C1=O,96.5,90.1,87.2,101.1,92.5,111.5,102.1,106.7,96.3
C=CCn1c(SCC(=O)Nc2ccc(C(=O)/C=C/c3ccccc3Cl)cc2)nnc1-c1c[nH]c2ccccc12,107.5,89.4,98.9,94.0,107.9,106.9,97.7,102.5,98.4
CC1CCc2c(ccc3ccccc23)C1=O (configuration not stated),105.3&95.6,100.3&96.0,109.3&107.7,97.8&105.1,94.9&98.2,111.3&112.1,101.8&104.5,98.8&107.4,119.1
CC(=O)Oc1ccccc1C(=O)Nc1ccc(C(=O)/C=C/c2ccc(O)cc2)cc1,112.5,97.6,100.7,104.1,113.4,112.7,105.7,107.7,101.2
Cc1cc(Cl)c(N)c([N+](=O)[O-])c1,105.4,100.7,87.4,96.6,108.0,103.8,91.2,100.2,101.3
Oc1c(Cl)cc(Cl)c2ccc(Cn3cc(-c4cc(C(F)(F)F)cc(C(F)(F)F)c4)nn3)nc12,101.1,74.8,62.3,94.0,104.7,21.9,77.2,43.3,105.6
O=C(C(=C(c1ccccc1)c1ccccc1)c1ccccc1)c1ccccc1,94.5,42.4,89.3,90.7,69.6,90.4,80.2,102.6,50.9
Cc1cc(O)c2c(c1)C[C@H]1[C@@H]3CC[C@H]4CC(=O)CC[C@]4(C)[C@H]3CC(=O)[C@]21C,87.9,80.9,98.4,94.5,81.6,85.2,87.6,73.3,nt
CC(=O)Nc1cccc(C(C)=O)c1,102.8,99.3,86.2,106.9,95.5,108.8,96.1,108.0,115.7
O=C(O)C1C2CCC(CC2)C1C(=O)O (configuration not stated),106.4,97.9,102.6,104.7,102.6,119.4,106.3,101.2,104.0
O=C1CCC23OC4ON=C(Br)C4C2C(O)c2ccccc2N13 (configuration not stated),103.0,93.8,70.3,106.0,102.7,105.3,92.1,87.6,105.2
Oc1ccccc1CN1CCC2(CCCN(Cc3ccccc3F)C2)C1 (configuration not stated),106.5,88.6,97.3,113.4,95.5,103.5,98.7,104.1,93.8
COc1cc(C2=NN(c3ccc(Cl)cc3)C(c3cccc(Nc4ccnc5cc(C(F)(F)F)ccc45)c3)C2)cc(OC)c1OC (configuration not stated),99.3,66.7,80.1,101.5,96.3,95.0,71.8,95.1,73.5
O=[N+]([O-])c1ccc(I)c(CNCc2ccccc2)c1,110.6,98.7,92.3,100.0,101.8,101.2,104.9,102.4,102.6
COc1ccc(-c2nc(NCC(=O)c3ccc(Br)cc3)[nH]c(=O)c2C#N)cc1,104.2,101.3,78.7,102.1,103.0,111.0,98.0,100.0,99.4

# For reference, part of the list above.
SMILES,HCC-2998,PC-3,SNB-75,SNB-19,U251,DU-145,SF-268,SF-539,SF-295
O=c1[nH]c(Cl)ncc1F,18.5,94.0,83.0,92.1,96.4,67.3,85.2,17.7,113.5
O=[N+]([O-])c1ccc(NCCNc2ccc([N+](=O)[O-])cc2)cc1,nt,89.2,103.3,107.5,113.9,116.8,103.5,108.9,111.4
CCCCN(C)c1ncnc2[nH]ncc12,104.6,92.8,90.9,104.0,102.7,101.7,106.1,96.5,118.6
COC(=O)CC1C2(C)C3=C(C)C(c4ccoc4)CC3OC2C(OC(C)=O)C2C(C)(C(=O)OC)C=CC(=O)C21C (configuration not stated),89.3,81.8,90.1,99.9,94.2,107.2,97.9,94.3,98.4
C[C@@H]1NC(=O)[C@H](Cc2ccccc2)N(Cc2cccc(O)c2)C1=O,96.5,90.1,87.2,101.1,92.5,111.5,102.1,106.7,96.3
C=CCn1c(SCC(=O)Nc2ccc(C(=O)/C=C/c3ccccc3Cl)cc2)nnc1-c1c[nH]c2ccccc12,107.5,89.4,98.9,94.0,107.9,106.9,97.7,102.5,98.4
CC1CCc2c(ccc3ccccc23)C1=O (configuration not stated),105.3&95.6,100.3&96.0,109.3&107.7,97.8&105.1,94.9&98.2,111.3&112.1,101.8&104.5,98.8&107.4,119.1
CC(=O)Oc1ccccc1C(=O)Nc1ccc(C(=O)/C=C/c2ccc(O)cc2)cc1,112.5,97.6,100.7,104.1,113.4,112.7,105.7,107.7,101.2
Cc1cc(Cl)c(N)c([N+](=O)[O-])c1,105.4,100.7,87.4,96.6,108.0,103.8,91.2,100.2,101.3
Oc1c(Cl)cc(Cl)c2ccc(Cn3cc(-c4cc(C(F)(F)F)cc(C(F)(F)F)c4)nn3)nc12,101.1,74.8,62.3,94.0,104.7,21.9,77.2,43.3,105.6

# Next section
SMILES,HCC-2998,PC-3,SNB-75,SNB-19,U251,DU-145,SF-268,SF-539,SF-295
OC(c1ccccn1)C(O)c1ccccn1 (configuration not stated),nt,102.3,89.9,99.3,109.3,114.9,102.1,101.6,118.5
Cc1nc2ccc(-n3c(-c4ccc(Cl)cc4)nc4ccccc4c3=O)cc2n1Cc1ccccc1,106.9,58.6,95.9,107.8,89.1,95.2,92.4,96.8,90.2
CCn1cc(C2=C(c3cn(C)c4ncccc34)C(=O)N(O)C2=O)c2cccnc21,99.7,99.5,80.0,97.9,104.6,113.7,99.5,99.2,95.2
CCOC(=O)C1=C(C)NC(=O)NC1c1cnc(C(C)O)s1 (configuration not stated),101.3,94.3,104.8,100.1,96.9,102.7,95.2,107.4,100.7
Fc1ccc(-c2nc(-c3nc4cc(Cl)c(Cl)cc4[nH]3)cc3c2[nH]c2ccccc23)cc1,68.6,44.2,85.8,83.4,81.2,80.0,74.3,84.1,65.6
CC(=O)c1cc2c(cc1C)C(C)CCC2(C)C (configuration not stated),104.6,99.7,103.4,102.0,98.0,106.1,102.9,103.2,95.2
